# Assay outcomes as filed in PubChem.
# Pin1 inh = inhibitors of human Pin1; AID 504891; Pin1 FP peptide displacement, HiFluor488, 10 min; Potency, µM (titrated, usually from 115 µM), for inactives: top-dose activity, negative = inhibition, usual class: inhibitors; actives 0.009% (n = 390,000); active = well fitted inhibition curve with a large enough effect in the polarisation, with a control signal flat, not every such curve was filed as active; inconclusive = small, poorly fitted or top-dose-only effect, or effect the other way, or a change in a side signal; inactive = no such curve, though single readings can be large or run the other way; the % refers to the polarisation; note: potency is the fitted concentration of half-maximal effect; % is set by controls: 0 for no effect and ±100 for the full control effect
# Target sequence (Q13526 whole entry, looked up): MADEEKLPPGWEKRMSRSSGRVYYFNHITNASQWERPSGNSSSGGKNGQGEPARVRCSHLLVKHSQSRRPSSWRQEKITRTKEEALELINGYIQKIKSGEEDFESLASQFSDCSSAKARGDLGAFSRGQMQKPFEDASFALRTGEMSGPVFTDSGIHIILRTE
# TRHR agonist = TRH receptor (human) agonism; P34981; TRHR cells, calcium flux fluo-8, FDSS agonist mode; activation, % at 2 µM; actives 0.18% (n = 360,000); in the data active = activation above about 30%; note: 0% is about no effect
#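 TRHR-expressing cells loaded with fluo-8 calcium dye; 23 nL library compound pin-transferred, kinetic FDSS fluorescence (Ex 480/Em 530) recorded about 180 s for agonist-induced calcium release, before a 10 nM TRH EC20 addition for potentiator mode.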
# TrxR1 inh = blocks rat thioredoxin reductase 1 | recombinant rTrxR1, NADPH fluorescence consumption, selenite substrate | actives 1% (n = 390,000) | O89049 | AID 588453 | Potency, µM (titrated, usually from 114 µM), inactives show at the highest dose activity change, negative = inhibition, usual class: inhibitors; note: potency is the fitted concentration of half-maximal effect; % is set by controls: 0 for no effect and ±100 for the full control effect; nearly all actives have a fitted effect of over 65% in size
# Target sequence (O89049 whole entry, looked up): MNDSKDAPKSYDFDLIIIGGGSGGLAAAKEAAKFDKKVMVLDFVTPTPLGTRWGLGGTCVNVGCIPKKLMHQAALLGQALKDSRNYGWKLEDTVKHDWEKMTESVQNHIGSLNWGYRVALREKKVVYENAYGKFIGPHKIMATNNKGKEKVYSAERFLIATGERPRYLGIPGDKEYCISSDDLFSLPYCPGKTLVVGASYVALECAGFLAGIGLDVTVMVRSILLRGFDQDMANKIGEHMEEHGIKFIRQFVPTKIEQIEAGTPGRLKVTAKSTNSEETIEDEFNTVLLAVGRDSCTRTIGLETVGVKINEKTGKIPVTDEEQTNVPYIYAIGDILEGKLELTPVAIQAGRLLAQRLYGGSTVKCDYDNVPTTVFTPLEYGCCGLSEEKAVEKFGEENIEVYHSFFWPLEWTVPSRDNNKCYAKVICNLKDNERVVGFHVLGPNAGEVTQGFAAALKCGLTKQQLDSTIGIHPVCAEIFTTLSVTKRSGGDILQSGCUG
#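 Rat TrxR1 (90 nM in the dispensed reagent) was pre-reduced with 400 uM NADPH for 5 min at room temperature, then incubated with compound for 15 min. After 400 uM selenite was added, NADPH fluorescence (Ex 340/Em 450 nm) was followed for 8 min.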
# D2 antag = D2 dopamine receptor (human) antagonism; P14416; HEK293 TREx D2 cells, calcium flux, dopamine EC80; inhibition, % at 10 µM; actives 2% (n = 340,000); AID 485344; in the data active = inhibition above about 30%; note: 0% is about no effect
#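 Calcium mobilization kinetics were recorded at 1 s intervals in tetracycline-induced HEK293 T-REx D2 cells, first for 180 s after compound addition and then 180 s after EC80 dopamine.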
# USP1-UAF1 inh = USP1/UAF1 (human) deubiquitinase inhibition. O94782. recombinant USP1/UAF1, Ub-Rhodamine cleavage fluorescence. Potency, µM (top dose mostly 57.1 µM), for the others: top-dose activity change, negative = inhibition, actives largely listed as inhibitors. actives 0.23% (n = 390,000). AID 743255; note: potency is the fitted concentration of half-maximal effect; % is set by controls: 0 for no effect and ±100 for the full control effect; nearly all actives have a fitted effect of over 60% in size; inactives centre near -12
#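 High-throughput fluorogenic screen: 1nM USP1/UAF1 complex, Ub-Rho substrate 150nM final, 50mM HEPES pH 7.8 with 0.5mM EDTA, 0.1 mg/ml BSA, 1mM TCEP and 0.01% Tween-20.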
# TRHR enhancer = allosterically enhances the human TRH receptor; P34981; TRHR cells, fluo-8 calcium fluorescence, EC20 TRH enhancement; enhancement, % at 2 µM; actives 0.66% (n = 360,000); AID 493056; in the data active = enhancement above about 30%; note: 0% is about no effect
#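 Enhancer read-out: after compound pinning and an initial kinetic agonist-mode read, an EC20 of TRH (10 nM final) was injected and fluo-8 calcium signal (Ex 480/Em 530) followed at 1 s/cycle for 100 cycles in TRHR-expressing cells.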
# mIDH1 inhibitor = blocks human mutant IDH1 R132H enzyme; O75874; IDH1-R132H enzyme, NADPH consumption, diaphorase/resazurin fluorescence; Potency, µM (titrated, usually from 76.6 µM), for the others: top-dose activity change, negative = inhibition, most hits filed as inhibitors; actives 0.093% (n = 390,000); note: potency is the fitted concentration of half-maximal effect; % is set by controls: 0 for no effect and ±100 for the full control effect; nearly all actives have a fitted effect of over 65% in size
#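 IDH1-R132H (0.5 ug/mL) preincubated 30 min with compound, then NADPH (0.016 mM) and alpha-KG (2 mM) added; 80 min at RT, pH 7.5. Remaining NADPH coupled via diaphorase/resazurin to fluorescence (540/590 nm); concentration-response curves normalized to no-enzyme control.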
# TrxR1 substrate = is turned over as a substrate by rat TrxR1; O89049; Potency, µM (titrated, usually from 114 µM), without a hit: at the highest dose activity change, negative = substrate turnover; purified TrxR1 substrate turnover, NADPH consumption readout; actives 0.01% (n = 390,000); note: potency is the fitted concentration of half-maximal effect; % is set by controls: 0 for no effect and ±100 for the full control effect; nearly all actives have a fitted effect of over 50% in size
#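 Rat TrxR1, dispensed at 90 nM, was prereduced with 400 uM NADPH (final) for 5 min at ~22 deg C, then incubated with compound 15 min before 400 uM selenite. A first-read NADPH fluorescence drop versus no-compound background flagged substrates.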
# D2 ag = agonists of human D2 dopamine receptor; P14416; HEK293 T-REx D2 cells, calcium flux agonist mode; activation, % at 2 µM; actives 0.53% (n = 340,000);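 active = activation over 3 SD above normal in the single-dose calcium agonist read, cut at about 30% in these data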; note: 0% is about no effect
#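 Agonism scored from kinetic calcium signal (1 read/sec, 180 s) following compound pin transfer, after a 10 s baseline. Cells: HEK293 Trex line expressing inducible D2 receptor coupled to calcium, dye-loaded after overnight culture at 30 C.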
# Numbers without * were called inactive; ? = inconclusive; nt = no result given; [ ] = another dose, or the depositor's remark. Unless noted, calls come from the whole dose curve; as a rule, active = well fitted inhibition curve with a large enough effect; inconclusive = small, poorly fitted or top-dose-only effect; inactive = no such curve, though single readings can be large or run the other way. The list is partial; rates above refer to the full screens.
SMILES,Pin1 inh,TRHR agonist,TrxR1 inh,D2 antag,USP1-UAF1 inh,TRHR enhancer,mIDH1 inhibitor,TrxR1 substrate,D2 ag
COc1ccccc1NC(=O)C1CCCN(c2nnc(C)c3c(C)n(-c4ccccc4)nc23)C1 (stereo unspecified),2%,-0.6,17%,nt,-5%,0,-23%,6%,0.4
O=S(=O)(NC1CC1)c1ccc(Cl)cc1F,-6%,-1.1,7%,10,-12%,-3,5%,0%,-0.4
Cc1ccc(C)c(N2CCN(C(=O)CCC(=O)Nc3nnc(C(F)(F)F)s3)CC2)c1,3%,0.1,?,4,?,-2,-13%,-8%,0.5
CCOc1ccc(-n2cc(-c3ccccc3)c3c(NC4CCCCC4)ncnc32)cc1,1%,0.2,-13%[57.1 µM],nt,-3%,-4,4%,-7%[57.1 µM],0.3
COc1ccc(Br)cc1/C=N/NC(=O)C(c1ccncc1)N1CCOCC1 (stereo unspecified),-2%,0.3,0%[57.1 µM],-10,-20%,4,-1%,6%[57.1 µM],1.1
Clc1ccc(N=NN2CCOCC2)cc1,-4%,0.2,15%[11.4 µM],9,-30%,-1,2%,8%[11.4 µM],0.5
CCOc1ccc(S(=O)(=O)N2CCC(C(=O)NCc3ccco3)CC2)cc1C,-1%,-1.8,-8%[57.1 µM],-1,-7%,-4,-6%,-5%[57.1 µM],-0.8
CC(C)(C)NC(=O)CSc1nc2ccc(NC(=O)CSc3nnnn3Cc3ccccc3)cc2s1,36%[activator],0.9,-7%,10,-23%,-6,3%,-7%,0.8
CC(=O)c1cc(C(=O)N2CCCC(C(=O)c3ccc(Cl)cc3)C2)cs1 (stereo unspecified),-1%,0.3,-6%,nt,-11%,-3,5%,-8%,0.7
COc1ccc(NC(=O)CC2(CC(=O)N3CCOCC3)CCCC2)cc1Cl,2%,-0.2,5%,-7,-17%,3,14%,-3%,-0.1
COc1ccc(C(=O)N(Cc2cc(OC)c(OC)c(OC)c2)C2CCS(=O)(=O)C2)cc1Cl (stereo unspecified),-7%,-0.8,16%,nt,-11%,4,1%,7%,1.2
COc1ccc(S(N)(=O)=O)cc1C(=O)OCC(=O)Nc1ncc(Cl)c(C)c1Cl,-14%,nt,15%,nt,-20%,nt,4%,6%,nt
COc1cc(/C=C2\SC(=O)NC2=O)ccc1OCc1ccc(Cl)nc1,18%,-1.5,12%[57.1 µM],nt,-19%,7,-1%,7%[57.1 µM],nt
Cc1ccc(C)c(NC(=S)N2C3CCCC2CC(NC(=O)C2CC2)C3)c1 (stereo unspecified),-6%,-1.1,20%[57.1 µM],-7,-7%,5,-2%,4%[57.1 µM],-3.0
CCOC(=O)c1cnc(Nc2ccc(OCC)cc2)nc1C,6%,0.6,13%,-5,-14%,-9,9%,4%,0.1
CC1(C)CC(=O)C2=C(C1)N=C1SCCC(=O)N1C2c1cccc([N+](=O)[O-])c1 (stereo unspecified),4%,0.1,18%,-5,-26%,0,1%,2%,-0.4
CCCNC(=S)N1CCC(NC(=O)Nc2ccc(C)cc2)CC1,-2%,-0.7,8%[57.1 µM],7,-14%,4,4%,9%,0.3
CCCCCn1c(SCC#N)nc2cc(C(=O)NCC3CCCO3)ccc2c1=O (stereo unspecified),0%,-0.3,15%,nt,-22%,-6,7%,7%,-1.4
CCOC(=O)c1cnc(-n2nc(C)cc2C)nc1NNc1cc(-c2ccccc2)nc(C)n1,nt,-0.2,nt,16,nt,1,nt,nt,0.5
CCC(CCc1ccccn1)C(=O)c1ccccc1 (stereo unspecified),-7%,nt,4%[57.1 µM],nt,-7%,nt,9%,-1%[57.1 µM],nt

# The final 6 records of the section above open the next one.
SMILES,Pin1 inh,TRHR agonist,TrxR1 inh,D2 antag,USP1-UAF1 inh,TRHR enhancer,mIDH1 inhibitor,TrxR1 substrate,D2 ag
CCOC(=O)c1cnc(Nc2ccc(OCC)cc2)nc1C,6%,0.6,13%,-5,-14%,-9,9%,4%,0.1
CC1(C)CC(=O)C2=C(C1)N=C1SCCC(=O)N1C2c1cccc([N+](=O)[O-])c1 (stereo unspecified),4%,0.1,18%,-5,-26%,0,1%,2%,-0.4
CCCNC(=S)N1CCC(NC(=O)Nc2ccc(C)cc2)CC1,-2%,-0.7,8%[57.1 µM],7,-14%,4,4%,9%,0.3
CCCCCn1c(SCC#N)nc2cc(C(=O)NCC3CCCO3)ccc2c1=O (stereo unspecified),0%,-0.3,15%,nt,-22%,-6,7%,7%,-1.4
CCOC(=O)c1cnc(-n2nc(C)cc2C)nc1NNc1cc(-c2ccccc2)nc(C)n1,nt,-0.2,nt,16,nt,1,nt,nt,0.5
CCC(CCc1ccccn1)C(=O)c1ccccc1 (stereo unspecified),-7%,nt,4%[57.1 µM],nt,-7%,nt,9%,-1%[57.1 µM],nt
Cc1ccc(C)c(N2CCN(C(=O)C3CCCN(S(=O)(=O)c4cccc5nonc45)C3)CC2)c1 (stereo unspecified),35%[activator],0.8,7%,nt,-22%,-1,9%,-5%,-0.8
O=C(CCNS(=O)(=O)c1ccc2c(c1)CCN2C(=O)C1CC1)N1CCN(c2cccc(Cl)c2)CC1,16%,-0.8,15%[57.1 µM],nt,-11%,-2,-3%,-1%[57.1 µM],-1.5
COc1ccc(CSc2nnnn2-c2ccccc2)cc1,-2%,1.2,-4%,-32,-17%,-8,8%,-4%,-1.1
COc1cc(/C=N/Nc2ncc(C(F)(F)F)cc2Cl)cc(OC)c1OC,-17%,0.0,8%,0,-14%,-24,9%,-4%,-0.9
CCCn1cnc2cc(NC(=O)c3cccs3)ccc21,0%,0.8,-4%,8,-19%,15,0%,-7%,0.8
O=C(CCNC(=O)c1ccc([N+](=O)[O-])cc1)Nc1nc2ccccc2[nH]1,2%,-0.3,8%[57.1 µM],-10,-12%,-3,-9%,3%[57.1 µM],0.0
N#Cc1ccccc1NC(=O)c1ccccc1OCC(=O)NCc1ccco1,9%,0.3,-13%,14,0%,-3,-2%,15%,-1.1
Cc1ccccc1-n1nnnc1SCC(=O)Nc1ccc(S(=O)(=O)N2CCCC2)cc1,11%,1.2,21%[57.1 µM],nt,-14%,6,-1%,6%[57.1 µM],nt
CC(C)NC(=S)NN=C1c2ccccc2-c2ccccc21,0%,0.2,23%[57.1 µM],-12,?,7,-1%,9%[57.1 µM],-0.3
COc1cccc(N2CCN(C(=O)CCCCCn3c(=O)[nH]c4ccccc4c3=O)CC2)c1,1%,-0.4,20%[57.1 µM],nt,3%,-13,-10%,3%[57.1 µM],nt
COc1c2ccccc2nc2ccccc12,1%,0.3,151%[activator],1,-18%,-3,-5%,288%[activator],0.3
CN(/C(=N\S(=O)(=O)c1ccccc1)c1ccccc1)c1ccc(O)cc1,0%,-0.5,23%,0,-21%,6,2%,7%,-1.1
COc1ccc(C2CC(c3ccc(Cl)cc3Cl)n3nc(N)nc3N2)cc1 (stereo unspecified),8%,-1.4,18%,-19,-25%,3,-3%,1%,-0.2
CCCCCCC(C)n1[nH]c(=O)c2c(C)cc(=O)[nH]c21 (stereo unspecified),3%,1.1,?,-11,-6%,-3,7%,-9%,0.2
O=C(Cc1ccc(-n2cccc2)cc1)NC1CCCCC1,2%,-0.3,12%[57.1 µM],15,-18%,-6,5%,7%[57.1 µM],0.0
Cc1cc(=O)oc2cc(OC(C)C(=O)Nc3ccc(N4CCOCC4)cc3)ccc12 (stereo unspecified),1%,1.1,11%,nt,-19%,-6,2%,6%,nt
COc1cc(OC)nc(Oc2ccccc2C=O)n1,-1%,nt,-21%,nt,-21%,nt,-10%,-10%,nt
CCOC(=O)N1CCN(C(=O)C2CCN(S(=O)(=O)c3c(C)cc(C)cc3C)CC2)CC1,?,-0.3,-11%,nt,-2%,5,11%,-5%,nt
CCc1ccc(NC(=O)c2sc3nc4n(c(=O)c3c2C)CCC4)cc1,20%,0.0,10%,1,-18%,12,3%,-4%,0.9
CCCn1c2ccccc2c2cnn(CC(=O)NCC3CCN(Cc4ccc(C)cc4)CC3)c(=O)c21,3%,0.2,5%,nt,?,1,21%,4%,-0.4
O=C(O)c1cc([N+](=O)[O-])cc([N+](=O)[O-])c1N1CCN(c2cccc(C(F)(F)F)c2)CC1,-10%,0.6,7%,-1,-6%,-2,6%,-9%[57.1 µM],0.6
CCn1cc2c(n1)-c1c(oc(C(=O)Nc3cccc(C(F)(F)F)c3)c1C)CC2,-13%,0.2,29%,nt,?,4,-15%,-4%,0.6
OCC1(Cc2ccccc2)CCN(Cc2cnn(-c3ccccc3F)c2)CC1,2%,2.1,13%[57.1 µM],31*,-7%,-5,4%,6%[57.1 µM],0.3
Cc1cc(C(=O)CSc2nnc(-c3ccccc3)n2-c2ccccc2)c(C)n1-c1ncn[nH]1,?,-0.2,-10%[57.1 µM],-4,-7%,0,0%,5%[57.1 µM],0.7
O=C1c2ccccc2C(=O)N1CCc1nn[nH]n1,-3%,-0.2,23%,-4,-4%,-3,0%,5%,-0.2
CCSC1=C(C#N)C2(CCCCC2)C(C#N)=C(N)N1,-2%,-0.1,5%[57.1 µM],16,-11%,0,-1%,4%[57.1 µM],0.5
CC1(C)Cc2c(sc(/N=C/N3CCOCC3)c2C#N)C(C)(C)N1,-9%,0.2,-14%,2,-10%,4,5%,-15%,0.1
